Bioassay records as filed in PubChem BioAssay.
Growth percent in the NCI-60 one-dose screen (48 h, 10 µM unless noted): 100 = growth as untreated, 0 = no growth, -100 = all killed.
HL-60(TB) – HL-60(TB) leukemia cells; 9% of 78,000 active; active means growth percent below 10
* hit, by the source's call; & = joins results of further samples; [ ] = dose if it differs, or a comment.

Preview:
Structure: C[C@@H]1COCCN1c1cc(C2([S@](C)(=N)=O)CC2)nc(-c2ccnc3[nH]ccc23)n1
  HL-60(TB): -9.6*
Structure: COc1ccc(-c2cc3c(C)nc(N)nc3n(C3CCC(OCCO)CC3)c2=O)cn1 (stereo not drawn)
  HL-60(TB): 28

Results (from the top)
Structure: C[C@@H]1COCCN1c1cc(C2([S@](C)(=N)=O)CC2)nc(-c2ccnc3[nH]ccc23)n1
  HL-60(TB): -9.6*
Structure: COc1ccc(-c2cc3c(C)nc(N)nc3n(C3CCC(OCCO)CC3)c2=O)cn1 (stereo not drawn)
  HL-60(TB): 28
Structure: C[C@@H]1COC(Nc2ccc3ncnc(Nc4ccc(OCc5nccs5)c(Cl)c4)c3c2)=N1
  HL-60(TB): 31
Structure: CCCn1cnc2c1c(=O)n(CCCCC(C)=O)c(=O)n2C
  HL-60(TB): 91
Structure: COc1cc2c(cc1OC)C(=O)C(CC1CCN(Cc3ccccc3)CC1)C2 (stereo not drawn)
  HL-60(TB): 111
Structure: Cn1cc(-c2nnc(N)nc2-c2cn(C)c3ccc(Br)cc23)c2ccccc21
  HL-60(TB): 96
Structure: O=C(Nc1ccc(OC(F)(F)F)cc1)c1sccc1NCc1ccnc2ccccc12
  HL-60(TB): 42
Structure: COc1ccccc1N1CCN(CCCNc2cc(=O)n(C)c(=O)n2C)CC1
  HL-60(TB): 99&107
Structure: C[C@@H](Oc1cc(-n2cnc3ccc(CN4CCN(C)CC4)cc32)sc1C(N)=O)c1ccccc1C(F)(F)F
  HL-60(TB): -19*
Structure: CCCCSc1nc(NC(=O)CN2CCN(c3cc4c(cc3F)c(=O)c(C(=O)O)cn4C3CC3)CC2)cc(=O)[nH]1
  HL-60(TB): 107

Structure: Cc1c(NC(=O)OC[C@@H]2COCCN2)cn2ncnc(Nc3ccc4c(cnn4Cc4cccc(F)c4)c3)c12
  HL-60(TB): -26*
Structure: O=C(Nc1ccc(Oc2ccc(Cl)c(F)c2)cc1)c1ccc2nc(NS(=O)(=O)c3ccc4ccccc4c3)sc2c1
  HL-60(TB): 83
Structure: C[C@]12CCc3c(ccc4cc(O)ccc34)[C@@H]1CC[C@H]2O
  HL-60(TB): 87
Structure: Nc1nnc(-c2c[nH]c3ccc(Br)cc23)c(-c2c[nH]c3ccc(Br)cc23)n1
  HL-60(TB): 81
Structure: O=C(c1ccc(F)cc1)C1CCN(CCn2c(=O)[nH]c3ccccc3c2=O)CC1
  HL-60(TB): 97
Structure: O=C(/C=C/c1ccc(Cl)cc1Cl)c1ccc(Cl)nc1
  HL-60(TB): 96
Structure: CC(=O)[C@H]1CCC2C3C[C@H](C)C4=CC(=O)CC[C@]4(C)C3[C@@H](O)C[C@@]21C (stereo partly drawn)
  HL-60(TB): 98
Structure: CCOc1ccccc1C(N)=O
  HL-60(TB): 108
Structure: Cc1cc(Nc2ncc(Cl)c(Nc3ccccc3S(=O)(=O)C(C)C)n2)c(OC(C)C)cc1C1CCNCC1
  HL-60(TB): -65*
Structure: Cc1cc(OCc2nnc(SC3CCCC3)n2-c2cccnc2)ccc1-c1ccc(S(C)(=O)=O)cc1
  HL-60(TB): 46[1 µM]

Structure: Cn1c(=O)c2c(ncn2CC2OCCO2)n(C)c1=O
  HL-60(TB): 91
Structure: C1CCC(C(CC2CCCCN2)C2CCCCC2)CC1 (stereo not drawn)
  HL-60(TB): 11
Structure: COc1ccc(/C=C/C(C)=N/OC(C)C(=O)O)cc1 (stereo not drawn)
  HL-60(TB): 101
Structure: O=C1c2c(O)cccc2C(C2OC(CO)C(O)C(O)C2O)c2cc(CO)cc(O)c21 (stereo not drawn)
  HL-60(TB): 111
Structure: CC(C)(C)c1ccc2c(c1)C(=O)N(c1cccc(S(N)(=O)=O)c1)C2=O
  HL-60(TB): 101
Structure: c1ccc(CC2=NCCN2)cc1
  HL-60(TB): 113
Structure: Cn1cc(-c2nnc(-c3ccccc3)o2)c2cccnc21
  HL-60(TB): 92
Structure: O=C(COc1ccc(Cl)cc1)NCCO
  HL-60(TB): 98
Structure: Cn1c(=O)c2[nH]c(Br)nc2n(C)c1=O
  HL-60(TB): 19&100
Structure: CNC(=O)CN1CCC(Oc2cc3c(Nc4cccc(Cl)c4F)ncnc3cc2OC)CC1
  HL-60(TB): 87

Structure: COc1ccc(/C=C/C(=O)Nc2ccccc2C(=O)O)cc1OC
  HL-60(TB): 106
Structure: COc1ccc(C2NC(=S)NC(C)=C2C(=O)Nc2ccc(S(N)(=O)=O)cc2)cc1O (stereo not drawn)
  HL-60(TB): 92
Structure: C=C1CC[C@@H]2C(C)(C)C(=O)CC[C@@]2(C)[C@@H]1COc1ccc2ccc(=O)oc2c1
  HL-60(TB): 96
Structure: Cc1ccc(NC(=O)Nc2ccc3nc(NS(=O)(=O)c4ccc5ccccc5c4)sc3c2)cc1Cl
  HL-60(TB): 100
Structure: COC(=O)c1ccc(O)cc1
  HL-60(TB): 90
Structure: COc1ccc(NC(=O)CSc2nc(NC(=O)CN3CCN(c4cc5c(cc4F)c(=O)c(C(=O)O)cn5C4CC4)CC3)cc(=O)[nH]2)cc1
  HL-60(TB): 102
Structure: CN1CCN(C(c2ccccc2)c2ccccc2)CC1
  HL-60(TB): 97
Structure: CC1COc2c(N3CCN(C)CC3)c(F)cc3c(=O)c(C(=O)O)cn1c23 (stereo not drawn)
  HL-60(TB): 86
Structure: Cc1cc(Nc2cc(N3CCN(C)CC3)nc(Sc3ccc(NC(=O)C4CC4)cc3)n2)n[nH]1
  HL-60(TB): 11
Structure: Cn1cc(-c2nnc(N)nc2-c2c[nH]c3ccccc23)c2cc(Br)ccc21
  HL-60(TB): 55

Structure: COC(=O)C(C)(C)C1Oc2ccc(F)cc2C(=O)/C1=C\O (stereo not drawn)
  HL-60(TB): 101
Structure: CC(=O)Nc1ccc(C(=O)O)cc1
  HL-60(TB): 94
Structure: CC(/C=C/c1ccccc1)=N\OCC(=O)Nc1ccccc1
  HL-60(TB): 78
Structure: Nc1nnc(-c2c[nH]c3ccccc23)c(-c2c[nH]c3ccccc23)n1
  HL-60(TB): 83
Structure: COCCCOc1cc(C[C@@H](C[C@H](N)[C@@H](O)C[C@H](C(=O)NCC(C)(C)C(N)=O)C(C)C)C(C)C)ccc1OC
  HL-60(TB): 111
Structure: O=C(O)c1ccc[n+]([O-])c1
  HL-60(TB): 76&98
Structure: CC(C)c1cc(CNc2nc(Nc3cc(C4CC4)[nH]n3)cc(N3CCN(C)CC3)n2)on1
  HL-60(TB): -33*
Structure: CC1=CC(=O)NS(=O)(=O)O1
  HL-60(TB): 101
Structure: Cc1cc(-c2ccccc2)nnc1NCCN1CCOCC1
  HL-60(TB): 107
Structure: CC(=O)Nc1ccc(C(=O)/C=C/c2ccc(N(C)C)cc2)cc1
  HL-60(TB): 104

Taken from above.
HL-60(TB), CC(/C=C/c1ccccc1)=N\OCC(=O)Nc1ccccc1 is entered as 78
HL-60(TB), Nc1nnc(-c2c[nH]c3ccccc23)c(-c2c[nH]c3ccccc23)n1 is entered as 83
HL-60(TB), COC(=O)C(C)(C)C1Oc2ccc(F)cc2C(=O)/C1=C\O (stereo not drawn) is entered as 101
HL-60(TB), CC(=O)Nc1ccc(C(=O)/C=C/c2ccc(N(C)C)cc2)cc1 is entered as 104
HL-60(TB), CC(=O)Nc1ccc(C(=O)O)cc1 is entered as 94
HL-60(TB), Cc1cc(-c2ccccc2)nnc1NCCN1CCOCC1 is entered as 107

Remaining list, next part
Structure: CC(=O)NC(Cc1ccccc1)C(=O)O (stereo not drawn)
  HL-60(TB): 95&93
Structure: c1cc(OCCN2CCCCC2)cc(-c2n[nH]c3ccc(-c4ncn[nH]4)cc23)c1
  HL-60(TB): 39
Structure: COc1cccc([C@@H]2C[C@@H]3Cc4cc(Br)c5ccccc5c4N2O3)c1
  HL-60(TB): 110
Structure: C[C@H](CCC(=O)O)[C@H]1CCC2C3C(CC[C@@]21C)[C@@]1(C)CC[C@@H](O)C[C@H]1C[C@@H]3O (stereo partly drawn)
  HL-60(TB): 99
Structure: NS(=O)(=O)c1cccc(N2C(=O)CCC2=O)c1
  HL-60(TB): 104
Structure: C=CC(=O)Nc1cccc(Nc2nc(Nc3ccc(N4CCN(C(C)=O)CC4)cc3OC)ncc2C(F)(F)F)c1
  HL-60(TB): -25*
Structure: O=C(CCNNC(=O)c1ccncc1)NCc1ccccc1
  HL-60(TB): 70
Structure: Cc1c(NC(=O)c2cccnc2)c(=O)n(-c2ccccc2)n1C
  HL-60(TB): 99
Structure: COc1ccc(C(=O)NCc2ccc(OCCN(C)C)cc2)cc1OC
  HL-60(TB): 106

Random excerpt: 3 records from the list, in no set order.
Structure: C=CC(=O)Nc1cccc(Nc2nc(Nc3ccc(N4CCN(C(C)=O)CC4)cc3OC)ncc2C(F)(F)F)c1
  HL-60(TB): -25*
Structure: COc1cccc([C@@H]2C[C@@H]3Cc4cc(Br)c5ccccc5c4N2O3)c1
  HL-60(TB): 110
Structure: O=C(CCNNC(=O)c1ccncc1)NCc1ccccc1
  HL-60(TB): 70

A second format for part of the listing above.
Compound	HL-60(TB)
NS(=O)(=O)c1cccc(N2C(=O)CCC2=O)c1	104
C=CC(=O)Nc1cccc(Nc2nc(Nc3ccc(N4CCN(C(C)=O)CC4)cc3OC)ncc2C(F)(F)F)c1	-25*

Only part of the results is shown; count on the stated rates, not on these rows.
